K1F lysis inhibition: inhibition of K1F phage lysis, E. coli UTI89, bacterial capsule biogenesis inhibitors, alamar blue (AID 488966) | E. coli UTI89 K1F phage lysis, alamar blue, 2 h; higher % means a stronger effect | actives 0.02% (n = 340,000) | inhibition, % at 100 µM, or IC50 in µM where a hit was titrated;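 active = phage lysis inhibition, versus mean bacterial control, above a set limit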;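 also: capsule biogenesis inhibitors block K1F phage lysis so surviving cells raise fluorescence; higher fluorescence means more inhibition of phage lysis; actives were called in the ten point dose series up to 300 µM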
An asterisk follows results filed as active; [ ] = dose if it differs, or a comment. Not all compounds are listed, so the mix of outcomes need not match the whole.

Start of the listing, in advance:
SMILES	K1F lysis inhibition
O=C(NNc1ccccc1)Nc1cc(Cl)ccc1Cl	1.5%
Cc1c(C(=O)NCCS(=O)(=O)N2CCN(c3ccccc3F)CC2)cccc1[N+](=O)[O-]	2.5%
Cc1csc(NC(C)c2nc3cc(Cl)c(Cl)cc3n2CCCO)n1 (stereo not given)	3.2%
Cc1cc(C)c2nc(N(CCN(C)C)C(=O)c3ccc(S(=O)(=O)N(C)CC4CCCO4)cc3)sc2c1 (stereo not given)	0.5%[50 µM]
CCn1c(C)c(C)c2cc(C(=O)NCCCN3CCCC3)ccc21	0.0%
C=CCn1c(=O)c(C(=O)NCc2ccccc2)c(O)c2ccccc21	-0.2%

The listing, previewed entries included:
SMILES	K1F lysis inhibition
O=C(NNc1ccccc1)Nc1cc(Cl)ccc1Cl	1.5%
Cc1c(C(=O)NCCS(=O)(=O)N2CCN(c3ccccc3F)CC2)cccc1[N+](=O)[O-]	2.5%
Cc1csc(NC(C)c2nc3cc(Cl)c(Cl)cc3n2CCCO)n1 (stereo not given)	3.2%
Cc1cc(C)c2nc(N(CCN(C)C)C(=O)c3ccc(S(=O)(=O)N(C)CC4CCCO4)cc3)sc2c1 (stereo not given)	0.5%[50 µM]
CCn1c(C)c(C)c2cc(C(=O)NCCCN3CCCC3)ccc21	0.0%
C=CCn1c(=O)c(C(=O)NCc2ccccc2)c(O)c2ccccc21	-0.2%
CCC(=O)C1CCCN(C(=O)c2ccc3nc(-c4cccc(OC)c4)oc3c2)C1 (stereo not given)	-0.7%[50 µM]
COc1cccc(NC(=O)CN(C)C(=O)c2ccc3c(c2)CC(c2ccccc2)OC3=O)c1 (stereo not given)	0.2%[50 µM]
COc1ccc(/C(C)=N/NC2=NCCN2)cc1Cl	-0.5%[50 µM]
O=S(=O)(c1cccc2nsnc12)N1CCCCC1	0.0%
CC(C)(C)c1ccc(OCC(=O)N2CCN(c3ncccn3)CC2)cc1	0.1%
CN(C)S(=O)(=O)c1ccc(N2CCCC2)c(C(=O)NNC(=O)c2ccc(Br)cc2)c1	1.0%[50 µM]
O=C(CN(C(=O)CCC(=O)Nc1nccs1)c1ccc2c(c1)OCO2)NCc1ccc(F)cc1	1.0%
CCC1(C)CN=C(c2ccccc2)NC1 (stereo not given)	-3.4%
COc1ccc(C(=O)C2CCCN(C(=O)/C=C/c3cnc[nH]3)C2)c(C)c1 (stereo not given)	-0.2%
COCCN1C(=O)N(c2cccc(C)c2)C(=O)C1CC(=O)Nc1cc(OC)cc(OC)c1 (stereo not given)	0.6%
COC(=O)CC#N	-0.1%
O=C(Nc1ccc(NC(=O)c2cccs2)c(Cl)c1)c1cccs1	-1.1%
CS(=O)(=O)N(CC(=O)N1CCCCCC1)c1cccc([N+](=O)[O-])c1	0.0%
COc1ccc(CNC(=O)COc2ccc(OC)cc2)cc1	0.0%
COc1ccc(OCC(=O)NNC(=O)c2ccc3c(=O)n4c(nc3c2)CCC4)cc1	1.3%[50 µM]
COc1cccc(CNCC(=O)NC(=O)NC2CCCC2)c1	-2.5%
Cc1ccc(S(=O)(=O)N2CCN(c3nc(CN4CCCC4)nc4sc(C)c(C)c34)CC2)cc1	0.4%[50 µM]
O=C(NCC1COCCO1)c1cc(COc2c(F)cccc2F)on1 (stereo not given)	-0.5%[50 µM]
COc1cc2c(cc1OC)CN(C(=O)Nc1ccccc1)CC2	-2.2%
Cc1cccc(C)c1OCC(=O)Nc1ccncc1	-2.0%
Cc1ccc(-n2c(SCC(=O)NCC3CCCO3)nc3ccccc3c2=O)cc1 (stereo not given)	0.4%[50 µM]
CCN(Cc1cccs1)C(=O)CN1C(=O)NC(c2ccccc2)(c2ccccc2)C1=O	-0.4%
COc1cccc(N2CC(NS(=O)(=O)c3ccc(Cl)cc3)CC2=O)c1 (stereo not given)	1.0%[50 µM]
COc1ccccc1NC(=O)Cc1cccc2ccccc12	-0.2%
CCOc1ccccc1NC(=O)CSc1nnc(CNC(=O)c2c(F)cccc2Cl)o1	0.1%
OCc1c(OCc2cccc(F)c2)ccc2ccccc12	0.1%
COc1ccc(S(=O)(=O)N2CCCCC2)cc1C(=O)Nc1cc(C)on1	0.0%
CCC(C)(C)C1CCC2(CC1)NC(=O)N(CC(=O)NCCCc1ccccc1)C2=O (stereo not given)	0.2%[50 µM]
CC(C)CNC(=O)CN(c1ccccc1)S(=O)(=O)c1ccccc1[N+](=O)[O-]	1.3%
O=C(Nc1cccc(S(=O)(=O)N2CCOCC2)c1)C1=NN(c2ccccc2)C(=O)CC1	0.2%
Cn1c(CC(=O)NNC(=O)c2ccc(F)cc2F)nc2ccccc21	1.1%[50 µM]
Cc1cccc(N2CCN(S(=O)(=O)c3c(C)noc3/C=C/N(C)C)CC2)c1C	0.1%
Nc1c(Cl)cc(C2=NCCn3c2c2ccc([N+](=O)[O-])cc2[n+]3[O-])cc1Cl	-2.1%
C=CC[n+]1c(/C=C/c2ccc(OC(C)=O)c(OC)c2)ccc2ccccc21	-0.3%

3 entries drawn at random from the list so far, as already listed:
SMILES	K1F lysis inhibition
COc1ccc(S(=O)(=O)N2CCCCC2)cc1C(=O)Nc1cc(C)on1	0.0%
Cn1c(CC(=O)NNC(=O)c2ccc(F)cc2F)nc2ccccc21	1.1%[50 µM]
OCc1c(OCc2cccc(F)c2)ccc2ccccc12	0.1%

(list continues)
SMILES	K1F lysis inhibition
CN(C(=O)COC(=O)/C=C/c1ccc2c(c1)OCO2)c1c(N)n(Cc2ccccc2)c(=O)[nH]c1=O	0.1%[50 µM]
CCOc1ccccc1CNC(c1ccccc1)c1ccccc1	-0.1%
O=[N+]([O-])c1cccc(S(=O)(=O)NCc2ccncc2)c1	0.0%
CC(C)(C)c1ccc(/C=N/Nc2nncn2N)cc1	0.2%
CC(=Nc1ccccc1)C1=C(O)C(Cc2ccccc2)NC1=O (stereo not given)	5.2%
Cc1cccc(CSCc2ccc(C(=O)NC(C)C)o2)c1	-0.1%
COc1cc(OC)c(NC(=O)Cc2cccs2)cc1Cl	0.2%
S=C(Nc1nc2c(s1)CCCC2)NC1CC1	-0.2%
CC1CC(C)CN(C(=O)C2CCN(C(=O)Nc3ccccc3)CC2)C1 (stereo not given)	-1.4%
COc1ccccc1C(=O)Nc1ccnn1C1CCN(CCC(C)c2ccc(C)o2)CC1 (stereo not given)	0.0%
Cc1ccc(S(=O)(=O)NCCSc2nncn2C)cc1	0.4%
Cc1ccsc1C(=O)OCC(=O)NCc1ccccc1	-3.7%
O=C(Nc1ccccc1)N1CCC(O)(c2cccc(C(F)(F)F)c2)CC1	-1.7%
O=C(CCS(=O)(=O)c1ccc2c(c1)NC(=O)CO2)NCc1ccccc1	0.1%
CC(C)c1nc(CNC(=O)C2CCC(=O)N(CCc3ccc(Cl)cc3)C2)no1 (stereo not given)	0.0%
COCCN(Cc1ccccc1)C(=O)Cc1ccc(S(=O)(=O)N2CCOCC2)s1	0.6%[50 µM]
Cn1c(C2CCCCC2)nc2ccccc21	0.0%
Cc1ccc(Cn2c(=O)c3ccccc3n3c(CCC(=O)NCCN4CCOCC4)nnc23)cc1	0.0%
CCc1nnc2n1N=C(c1ccc(Br)cc1)CS2	-0.6%[50 µM]
Cc1c(OC(C)C(=O)NCc2ccccn2)ccc2c3c(c(=O)oc12)CCC3 (stereo not given)	0.0%
O=C(c1ccccc1)c1cccc(C(=O)c2ccccc2)c1	0.0%[50 µM]
Cc1ccn2c(=O)c(C(=O)NC3CCCCC3C)c(O)nc2c1 (stereo not given)	1.6%[50 µM]
O=C(OCC(=O)N1CCCCC1)c1c[nH]c2ccccc12	0.3%[50 µM]
COc1cc([N+](=O)[O-])c2nc(C=NNC(N)=S)ccc2c1	1.7%
Cc1sc2ncn(CC(=O)NCCN(C)C)c(=O)c2c1S(=O)(=O)N1CCC(C)CC1	0.4%
Cc1nnc(NC(=O)CCS(=O)(=O)c2ccccc2)s1	-0.4%
COc1ccccc1NS(=O)(=O)c1cc(C(=O)NCc2cccnc2)ccc1C	0.3%[50 µM]
CC(C)C[C@H]1CNC(=S)N1CC1CCN(CCC2CCCC2)CC1	0.3%
Cn1c2ccsc2c2ncn(Cc3ccccc3F)c(=O)c21	0.3%
COc1cc(/C=N/N2CCN(Cc3ccc(C)cc3)CC2)cc(OC)c1O	1.5%

By substructure, those above containing an aryl thioether with sulfur outside any ring (3)
SMILES	K1F lysis inhibition
Cc1ccc(-n2c(SCC(=O)NCC3CCCO3)nc3ccccc3c2=O)cc1 (stereo not given)	0.4%[50 µM]
CCOc1ccccc1NC(=O)CSc1nnc(CNC(=O)c2c(F)cccc2Cl)o1	0.1%
Cc1ccc(S(=O)(=O)NCCSc2nncn2C)cc1	0.4%

(cont.)
SMILES	K1F lysis inhibition
COc1ccccc1/C=C(/NC(=O)c1ccccc1)C(=O)NCCCn1ccnc1	0.2%
C[C@H]1CN([C@@H](C)CO)C(=O)c2cccc(NC(=O)Nc3ccc(C(F)(F)F)cc3)c2O[C@@H]1CN(C)S(=O)(=O)c1ccc(Cl)cc1	2.1%
CCn1c(=O)c2sccc2n(Cc2ccc(C)cc2)c1=O	0.2%
CCOC(=O)C1=C(COC(=O)CNC(=O)c2ccc(C)cc2)NC(=O)NC1C (stereo not given)	0.0%
O=C(Nc1ccc(OCc2ccccc2)cc1)Nc1cccnc1	0.4%
COc1ccc(N2CC(C(=O)NCCN3C(=O)S/C(=C\c4cccnc4)C3=O)CC2=O)c(OC)c1 (stereo not given)	0.1%
COc1cccc(C(=O)OCC(=O)c2ccc(S(=O)(=O)N3CCCCC3)cc2)c1OC	1.0%[50 µM]
N#Cc1c(F)cccc1N1CCN(Cc2ccc3c(c2)OCO3)CC1	0.0%
CC1CCCC(NC(=O)CN2CCN(S(=O)(=O)c3cccs3)CC2)C1C (stereo not given)	0.7%[50 µM]
CCOc1ccc(OCCNC(=O)c2oc3ccccc3c2COC)cc1	0.6%[50 µM]
CC(C)Cc1nnc(NC(=O)CCC(=O)N2CCN(c3ccccc3F)CC2)s1	0.0%
CCN(C(=O)COC(=O)Cn1c(C)csc1=O)c1c(N)n(Cc2ccccc2)c(=O)[nH]c1=O	0.0%[50 µM]
CC(=O)Nc1ccc(C(=O)OCC(=O)c2ccc(S(=O)(=O)N3CCCCC3)cc2)cc1	1.1%[50 µM]
O=C(CCN1C(=O)C2CC=CCC2C1=O)Nc1nc(-c2ccc(F)c(F)c2)cs1 (stereo not given)	-0.1%[50 µM]
COc1ccccc1CCC(=O)N(C)CC(=O)Nc1ccc(F)cc1	0.2%
COc1ccc(NC(=O)CN2CCN(C(=O)C3CCCO3)CC2)c(OC)c1 (stereo not given)	0.1%
COc1ccc(NC(=O)Nc2cccc3c2O[C@H](CN(C)C(=O)Nc2ccc(OC)cc2)[C@@H](C)CN([C@H](C)CO)C3=O)cc1	0.5%
O=C(O)COc1ccc(/C=N/NC(=O)C(O)(c2ccccc2)c2ccccc2)cc1	-0.2%
CCOC(=O)CN1CCC(c2cc(-c3ccc(Cl)cc3)n[nH]2)CC1	-0.1%
CCOc1ccc(N(CC(=O)Nc2ccccc2Cl)S(C)(=O)=O)cc1	0.0%
COc1ccc(Cl)cc1NS(=O)(=O)c1c(C)[nH]c(C)c1C(=O)N1CCCCC1	0.2%
COc1cc(/C=C2\C(=N)N3N=C(C)SC3=NC2=O)cc(Cl)c1OCCOc1ccc(NC(C)=O)cc1	0.0%
CC(=O)Nc1ccc(C(=O)OCC(=O)N2CCC(Cc3ccccc3)CC2)cc1	0.9%[50 µM]
CCN1C(=O)[C@H]2[C@@H](c3ccc(Cl)cc3)N3C(=O)CN(CCOC)C(=O)[C@@]3(Cc3ccccc3)[C@H]2C1=O	0.5%
NC(=O)C1CCCN(C(=O)c2ccc(Cl)c(S(=O)(=O)N3CCc4ccccc43)c2)C1 (stereo not given)	3.8%[50 µM]
O=C(Nc1cccc(NC(=O)c2ccc([N+](=O)[O-])o2)c1)c1ccco1	-1.7%
O=C(Nc1ccc(NC(=O)c2ccco2)nc1)c1cccc(F)c1	0.2%
O=C(Cn1cnc2c(OCc3ccccc3)ncnc21)NCc1ccc2[nH]ccc2c1	0.1%
Cc1ccc(S(=O)(=O)N2CCCC2)cc1C(=O)Nc1ccc(-n2cnnn2)cc1	0.1%[50 µM]
CC(=O)Nc1ccc(NC(=O)COc2cc(C)cc3oc(=O)cc(C)c23)cc1	0.1%
COc1cccc(CN2CC(C(=O)NCCOc3ccccc3)CCC2=O)c1 (stereo not given)	0.4%
CC(=O)N1c2ccc(S(=O)(=O)N(C)CC(=O)Nc3ccccc3C)cc2CC1C (stereo not given)	0.2%
Cc1c(C(=O)Nc2ccc3c(c2)OCO3)oc2ccccc12	-1.7%
CCN(CC)C(=O)[C@H]1C[C@H](CC(=O)NCCC2=CCCCC2)C(=O)N2CCc3c([nH]c4ccc(Cl)cc34)[C@]12C	0.3%
C=CCN1C(=O)c2ccc(C(=O)N3CCN(S(=O)(=O)c4cccc(F)c4)CC3)cc2C1=O	2.0%[50 µM]
CN(C)CCC(=O)N1C/C(=C/c2ccccc2)C(=O)/C(=C\c2ccccc2)C1	1.7%
COCCNC(=O)c1c[nH]c2ccc(S(=O)(=O)Nc3ccc(F)cc3F)cc2c1=O	-1.1%[50 µM]
COc1cc(OC)c(OC)cc1/C=C/C(=O)OCC(=O)Nc1c(C)n(C)n(-c2ccccc2)c1=O	0.3%[50 µM]
CC(C)(C)C(=O)NC1CC2CCCC(C1)N2C(=O)Nc1ccccc1 (stereo not given)	0.6%
COc1ccc(NC(=O)Nc2cccc3c2O[C@H](CN(C)S(=O)(=O)c2cccs2)[C@@H](C)CN([C@H](C)CO)C3=O)cc1	0.8%
O=C(CCl)N(CCc1ccccc1)CCc1ccccc1	-1.3%
Cc1nn(CCOc2ccccc2Cl)c(C)c1[N+](=O)[O-]	0.3%
COc1cccc(NC(=O)COC(=O)C2CC3CCCC(C2)C3=O)c1 (stereo not given)	0.6%[50 µM]
CCCN(CCC)CCCNC(=O)c1cc2c(-c3ccc(OC)c(OC)c3)nn(C)c2s1	-0.5%
COc1ccc(-c2cc(-c3ccc(Cl)cc3)n[nH]2)c(O)c1	-0.6%[50 µM]
Cc1ccc(NC(=O)Cc2nnc(SCC(=O)Nc3nncs3)n2C)c(C)c1	0.1%
